IDE cell activ: IDE (human) activation, cell-based; activation, % at 5.96 µM; HEK cells, FAbeta-B cleavage, fluorescence polarization; 0% vehicle, 100% cell-free pure enzyme wells; P14735; 340,000 tested, 0.073% active;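 active = activation above the mean of all tested compounds plus 3 SD, set per screening campaign, cut at about 17% in these data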
CRFBP-R2 block: CRF-BP/CRF-R2 complex antagonism; HEK293 CRF-R2/CRF-BP, CRF-induced calcium fluorescence; inhibition, % at 11.8 µM; 350,000 tested, 0.59% active; AID 588475;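 active = inhibition of the ligand-induced calcium signal above about 50% at the single tested concentration, limit read from the data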
CRFBP-R2 agonist: agonists of human CRF-binding protein/CRF-R2 receptor complex. activation, % at 13.2 µM. HEK293 CRF-R2/CRF-BP, calcium dye fluorescence (FLIPR); percent of saturating CRF peptide response. AID 588473. 350,000 tested, 0.46% active;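 active = activation of at least 50%, plus an integration ratio under a set limit after plate pattern correction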;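 note: plate controls were neutral control wells without compound for no effect and CRF at EC100 for full effect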
PHOSPHO1 block: blocks human PHOSPHO1 phosphatase activity; recombinant PHOSPHO1, absorbance phosphatase assay; inhibition, % at 13.3 µM; AID 1565; 290,000 tested, 1.1% active; Q8TCT1; in the data active = inhibition above about 60%
IDE cell inh: inhibits human insulin-degrading enzyme in HEK cells; 320,000 tested, 0.41% active; AID 434962; FAbetaB cleavage, fluorescence polarization; P14735; inhibition, % at 5.59 µM;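 active = percent inhibition above the average of all tested compounds plus 3 SD, set per screening campaign, cut at about 16% in these data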;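 note: IDE supplied by intact live HEK cells; FP after avidin binding of uncleaved biotin substrate so inhibition keeps polarization high; 0% = DMSO wells and 100% = 60 µM reference IDE inhibitor Ii1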
MEKK3 PB1 HTS: modulators (inhibitors or enhancers) of MEK5 binding to human MEKK3 PB1 domain; Q99759; bead-based flow cytometry, Alexa488-MEK5 binding to MEKK3; actives lie on both sides; 0 = blocked by unlabeled MEK5, 100 = vehicle; binding response (% of control), % at 10 µM; 290,000 tested, 1.4% active;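 active = binding response more than 3 SD above or below the average of its plate-row segment, actives on both sides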;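 note: Alexa488 bead fluorescence after subtracting the streptavidin-only scavenger bead signal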
p-CIP stab down: lowers stability of the mouse p/CIP coactivator protein; 290,000 tested, 0.01% active; Q05BA5; AID 1984; decrease of EGFP signal, % at 10 µM; F442A p/CIP-EGFP cells, EGFP fluorescence, 16 h;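 active = EGFP signal decrease of at least 30% at 10 µM or well 3 SD below plate mean, unless failing retest; inactive = the rest, including hits failing retest or dose response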; note: some compounds called inactive have numbers as strong as hits; many of its hits are not listed in these tables
GalR3 antag: human GalR3 antagonism; O60755; HEK293 GalR3-CNG cAMP membrane potential fluorescence; galR3 body fused to GalR1 C-terminus; inhibition, % at 3 µM; 360,000 tested, 0.44% active;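 active = inhibition above the screen-wide average plus 3 SD, cut at about 13% in these data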;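 note: forskolin and galanin both at EC90 stimulate the cells; cAMP rise reported by CNG channel membrane potential dye signal; 0% = forskolin plus galanin with DMSO and 100% = forskolin alone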
M4 PAM: CHRM4 positive allosteric modulation; P08173; activation, % at 3 µM; CHO-K1 hM4/Gqi5, Fluo-8 calcium fluorescence, ACh EC20; 0% = ACh EC20, 100% = maximal ACh; 360,000 tested, 0.4% active;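 active = activation above its plate's cutoff, the mean activation of sample wells plus 3 SD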; note: some results filed as inactive read as strong as hits
Starred values were filed as active, the others as inactive; · = no result given.

Sequence of screens: IDE cell activ	CRFBP-R2 block	CRFBP-R2 agonist	PHOSPHO1 block	IDE cell inh	MEKK3 PB1 HTS	p-CIP stab down	GalR3 antag	M4 PAM
CCc1ccc(C(=O)CN2CCSC2=N)cc1
→ 2	6	-0.5	16	4	96	3	-2	-4
Cc1ccsc1/C=N/NC(=O)c1nnn(-c2nonc2N)c1CSc1ccccc1
→ 7	3	1.8	24	-2	94	0	-1	1
Cc1cccc(OCC(O)Cn2c(N3CCCCC3)nc3c2c(=O)[nH]c(=O)n3C)c1 (stereo unspecified)
→ -3	-15	-2.4	14	·	104	-12	-5	0
O=C(N/N=C/c1ccco1)C(O)c1ccccc1 (stereo unspecified)
→ 1	3	-3.1	13	1	101	2	-2	11
CCc1nnc(NC(=O)c2cccc(S(=O)(=O)N3CCCC3)c2)s1
→ 0	-5	-0.4	10	2	101	-2	-6	-10
COc1ccccc1-c1nnc(SC(C)C(=O)O)n1-c1ccccc1 (stereo unspecified)
→ 1	6	-0.7	32	6	99	-9	1	-2
CCCNC(=O)C1(CC2CC(c3ccccc3)=NO2)CCNCC1 (stereo unspecified)
→ 4	-3	-0.3	·	3	101	·	-7	5
CCOC(=O)N1CCN(C(=O)NC23CC4CC(CC(C4)C2)C3)CC1
→ 2	9	-0.6	10	-6	101	-2	-1	-2
Cc1cc(NC(=O)c2cccs2)ccc1NC(=O)Cc1ccccc1
→ 2	3	-0.8	34	2	92	0	-1	2
COc1ccc2nc(SCC(=O)Nc3ccc4c(c3)CCC4)[nH]c2c1
→ -5	0	-0.6	-18	1	117	-7	-1	5
Fc1ccccc1-c1nc(NCc2ccco2)c2ccccc2n1
→ 1	-19	-1.1	4	5	93	2	-5	0
O=C(CCCc1ccccc1)Nc1ccnn1C1CCN(Cc2ccc(CO)o2)CC1
→ 11	-12	0.9	26	-3	87	-13	-1	15
COCC(=O)N1CCCC(C(=O)c2ccc3c4c(cccc24)CC3)C1 (stereo unspecified)
→ -5	9	-3.1	44	5	95	0	-7	17
CCN(CC)c1ccc(NC(=O)CCc2nnc3ccc(N4CCCC4)nn23)c(C)c1
→ -7	11	-1.4	28	1	98	-9	-1	-4
CCCCNC(=O)C1CCN(c2nc(OC)nc(OC)n2)CC1
→ 3	26	-2.5	-9	4	124*	0	-3	6

Among those listed so far, two have two or more sulfur atoms.
Sequence of screens: IDE cell activ	CRFBP-R2 block	CRFBP-R2 agonist	PHOSPHO1 block	IDE cell inh	MEKK3 PB1 HTS	p-CIP stab down	GalR3 antag	M4 PAM
Cc1ccsc1/C=N/NC(=O)c1nnn(-c2nonc2N)c1CSc1ccccc1
→ 7	3	1.8	24	-2	94	0	-1	1
CCc1nnc(NC(=O)c2cccc(S(=O)(=O)N3CCCC3)c2)s1
→ 0	-5	-0.4	10	2	101	-2	-6	-10

Five of the compounds above, tab-delimited.
molecule	IDE cell activ	CRFBP-R2 block	CRFBP-R2 agonist	PHOSPHO1 block	IDE cell inh	MEKK3 PB1 HTS	p-CIP stab down	GalR3 antag	M4 PAM
CCN(CC)c1ccc(NC(=O)CCc2nnc3ccc(N4CCCC4)nn23)c(C)c1	-7	11	-1.4	28	1	98	-9	-1	-4
CCc1nnc(NC(=O)c2cccc(S(=O)(=O)N3CCCC3)c2)s1	0	-5	-0.4	10	2	101	-2	-6	-10
Cc1cccc(OCC(O)Cn2c(N3CCCCC3)nc3c2c(=O)[nH]c(=O)n3C)c1 (stereo unspecified)	-3	-15	-2.4	14	·	104	-12	-5	0
CCOC(=O)N1CCN(C(=O)NC23CC4CC(CC(C4)C2)C3)CC1	2	9	-0.6	10	-6	101	-2	-1	-2
Cc1cc(NC(=O)c2cccs2)ccc1NC(=O)Cc1ccccc1	2	3	-0.8	34	2	92	0	-1	2

(list continues)
Sequence of screens: IDE cell activ	CRFBP-R2 block	CRFBP-R2 agonist	PHOSPHO1 block	IDE cell inh	MEKK3 PB1 HTS	p-CIP stab down	GalR3 antag	M4 PAM
O=C(Cc1ccccc1)NCC(=O)N1CCCCCC1
→ 5	-1	-0.2	9	-6	104	-16	3	12
CC(=O)c1cc2c(O)c(O)ccc2o1
→ 7	-8	0.8	11	-3	98	-2	-3	-6
CC(C)(C)OC(=O)N1CCC(c2cc(-c3cccs3)n[nH]2)CC1
→ 1	-9	3.1	31	6	105	2	-3	-6
O=C(Nc1cc(S(=O)(=O)N2CCOCC2)ccc1N1CCOCC1)C1CCCO1 (stereo unspecified)
→ 7	-21	4.3	20	0	·	0	0	10
Cc1ccn(CC(=O)O)c(=O)c1
→ -5	0	1.4	-6	-2	102	3	1	-1
COc1ccc(-n2ncc3c(=O)n(CC(C)=O)cnc32)cc1
→ 3	-2	4.0	·	-3	106	-6	-11	-7
O=C(CSc1nnc(NC(=O)c2ccco2)s1)NC1CCCC1
→ 6	-2	8.4	-17	-2	101	-18	-2	12
NC(=O)c1ccccc1NCC(=O)c1ccc(Cl)cc1
→ -2	5	0.9	14	6	106	-10	-9	0
Cc1ccc(/C(O)=C2\C(=O)C(=O)N(C)C2c2ccc(F)cc2)cc1 (stereo unspecified)
→ 4	8	-0.4	20	·	102	6	-1	7
COc1ccccc1NC(=O)CSC(N)=O
→ -6	-29	1.6	12	5	104	-18	0	-4
COc1ccc(OC)c(N(CC(=O)NCCSCc2ccco2)S(=O)(=O)c2ccccc2)c1
→ -1	3	0.5	42	1	102	1	-12	-3
NS(=O)(=O)c1ccc(CCNC(=O)C(=O)c2c[nH]c3ccccc23)cc1
→ 6	11	-0.7	10	5	103	5	-4	-6
CN(C)S(=O)(=O)c1ccc(=S)[nH]c1
→ 6	-2	3.0	40	5	103	-15	1	4
CN1CCN(C(=O)CN(Cc2ccc(Cl)cc2)S(C)(=O)=O)CC1
→ -2	15	1.6	-7	0	100	-21	0	2
Nc1ccn(C2OC(COP(=O)(O)O)C(O)C2O)c(=O)n1 (stereo unspecified)
→ 7	8	-0.2	·	·	·	·	3	5

Arranged by value in PHOSPHO1 block (smallest number first): some entries from above
Sequence of screens: IDE cell activ	CRFBP-R2 block	CRFBP-R2 agonist	PHOSPHO1 block	IDE cell inh	MEKK3 PB1 HTS	p-CIP stab down	GalR3 antag	M4 PAM
O=C(CSc1nnc(NC(=O)c2ccco2)s1)NC1CCCC1
→ 6	-2	8.4	-17	-2	101	-18	-2	12
NS(=O)(=O)c1ccc(CCNC(=O)C(=O)c2c[nH]c3ccccc23)cc1
→ 6	11	-0.7	10	5	103	5	-4	-6
O=C(Nc1cc(S(=O)(=O)N2CCOCC2)ccc1N1CCOCC1)C1CCCO1 (stereo unspecified)
→ 7	-21	4.3	20	0	·	0	0	10

(cont.)
Sequence of screens: IDE cell activ	CRFBP-R2 block	CRFBP-R2 agonist	PHOSPHO1 block	IDE cell inh	MEKK3 PB1 HTS	p-CIP stab down	GalR3 antag	M4 PAM
COc1ccc(C(CC(=O)N2CCCC(C)C2)c2c(OC)cc(OC)c3ccc(=O)oc23)cc1 (stereo unspecified)
→ 3	-3	-3.3	-5	2	85	4	0	3
Cc1nc(-c2ccc(F)cc2)c(CC(=O)N(C)CC(=O)Nc2ccc(Br)cc2C)s1
→ -1	9	-1.2	·	8	·	·	-5	4
O=C(Nc1ccccc1OC(F)F)c1ccc(S(=O)(=O)N2CCOCC2)cc1
→ 0	-8	0.0	14	7	102	13	-1	7
COc1ccc(-c2csc(N3CCN(Cc4ccc5c(c4)OCO5)CC3)n2)cc1
→ -4	-4	1.2	1	5	104	-4	·	4
CC1CCN(S(=O)(=O)c2ccc3c(c2)n(C)c(=O)n3C)CC1
→ 2	5	0.9	41	-2	97	6	-4	-1
CCOC(=O)N1CCN(c2nc3c(C)cccn3c(=O)c2C=O)CC1
→ 2	-11	0.7	·	1	101	-9	-5	6
COc1ccc(S(=O)(=O)N2CCOCC2)cc1C(=O)NCc1c(C)nn(Cc2ccccc2)c1C
→ -1	18	0.2	·	·	·	·	-4	-5
O=C(Nc1ccc(Oc2ccccc2)cc1)N[C@@H](Cc1ccccc1)C(=O)O
→ -3	-7	-2.3	-4	7	107	-6	-8	-3
CCC(=O)N1CCCc2cc(S(=O)(=O)N3CCC(N4CCCCC4)CC3)ccc21
→ 5	-20	1.0	-6	6	102	1	12	-1
O=C(CNC(=O)c1cccs1)NCC(=O)OCc1cccc(Cl)c1
→ 5	6	0.1	8	8	95	-16	-10	-5
O=C(Cn1nc(-c2ccccc2F)ccc1=O)Nc1ccc(S(=O)(=O)N2CCCCCC2)cc1
→ 2	-4	-0.6	-24	1	102	0	1	-15
COc1ccc(NC(=S)NN2CCN(C)CC2)cc1
→ 0	11	0.8	27	1	87	-9	-2	-2
COC(=O)c1ccc(CN2CCCC(C(=O)Nc3cccc(-n4cccn4)c3)C2)cc1 (stereo unspecified)
→ -3	-5	1.9	48	2	95	-10	-4	-7
Nc1ccc2nc(CCCCCCc3nc4ccc(N)cc4[nH]3)[nH]c2c1
→ 4	10	2.0	-11	-2	83	0	-4	-17
CC(=O)OCc1cc2cc(C)ccc2[nH]c1=O
→ -1	11	-2.6	-4	5	100	2	2	-2
C=CCC(=O)N1CCC(n2nccc2NC(=O)CCOc2ccccc2)CC1
→ 3	1	-0.3	33	0	96	2	-1	2
Cc1nn2c(-n3ccnc3C)c3c(nc2c1-c1ccccc1)CCC3
→ 3	11	1.1	20	-3	100	-10	-6	1
CN(CC(=O)Nc1c(Cl)cccc1Cl)C(=O)c1cc(-c2cccs2)nn1-c1ccccc1
→ -2	-1	-1.0	·	3	·	·	-1	-9
Cc1ccccc1Nc1cc(C(=O)NCC2CCCO2)c2ccccc2n1 (stereo unspecified)
→ 9	12	-5.0	36	-2	124	6	9	-2
CN(C)C(=O)N1CCC(C(=O)NC2CCCCCCC2)CC1
→ 1	11	-1.6	46	-7	97	4	-6	5
CCN(C[C@H]1N[C@@](CC)(C(=O)OC)[C@H]2C(=O)N(Cc3ccccc3)C(=O)[C@@H]12)S(=O)(=O)c1ccccc1
→ 0	18	-4.1	·	-4	·	·	-7	-4
COc1ccc(-n2nnnc2/C(=C/N(C)C)C(=O)c2ccccc2)cc1
→ 6	5	0.1	32	-4	107	-10	-1	-17
Oc1ccc(-c2csc(-c3cccnc3)n2)c(O)c1
→ 8	6	-2.0	0	5	96	-2	3	2
CNC[C@H]1Oc2c(NS(=O)(=O)c3cccs3)cccc2C(=O)N([C@H](C)CO)C[C@@H]1C
→ -2	14	-1.2	·	2	·	·	0	16
O=C(NCCCN1CCCCC1)c1ccc2c(c1)ncn2C1CCCC1
→ 6	-10	-1.2	33	-3	101	-6	2	1
COc1ccc(/C=C2/SC(c3ccc(C)cc3)=NC2=O)cc1OC
→ -16	-32	36	74*	-5	102	-3	10	3
O=C1OC(=O)c2c(Br)c(Br)c(Br)c(Br)c21
→ 6	12	-0.4	·	-3	·	·	-2	1
CC1(C)CC(=O)C2=C(C1)N=C1SCCC(=O)N1C2c1ccc(C(F)(F)F)cc1 (stereo unspecified)
→ -1	-16	0.8	16	-4	104	1	-6	7
Cc1nnc(N2CCC(C(=O)N3CCCCCC3)CC2)c2nn(-c3ccc(Cl)cc3)c(C)c12
→ -1	8	-0.4	38	1	101	2	-11	-4
C=CCNc1nc(Cl)nc(Nc2ccc(OCC)cc2)n1
→ 2	-4	-1.1	-18	-2	93	7	0	-3
COCCNc1oc(-c2cccs2)nc1S(=O)(=O)c1ccc(C)cc1
→ 4	-2	-0.8	2	7	98	-13	-9	-8
O=C(NCCc1ccc(Cl)cc1)C(=O)Nc1cc2c3c(c1)CC(=O)N3CCC2
→ -5	32	-1.1	·	1	·	·	-3	-7

Compound activity from PubChem.
